# Screening results (PubChem)
# PABP1 MLLE inh – inhibitors of microRNA-mediated deadenylation, human PABP1 MLLE binding | P11940 | GST-MLLE / FITC-PAM2 fluorescence polarization | inhibition, % at 20 µM | actives 0.36% (n = 360,000) | AID 588489; in the data active = inhibition above about 35%, passing the limit was not always enough;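 note: plate controls were DMSO wells with GST-MLLE for no effect and wells lacking GST-MLLE protein for full effect; some results filed as inactive read as strong as hits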
# Target sequence (P11940 whole entry, looked up): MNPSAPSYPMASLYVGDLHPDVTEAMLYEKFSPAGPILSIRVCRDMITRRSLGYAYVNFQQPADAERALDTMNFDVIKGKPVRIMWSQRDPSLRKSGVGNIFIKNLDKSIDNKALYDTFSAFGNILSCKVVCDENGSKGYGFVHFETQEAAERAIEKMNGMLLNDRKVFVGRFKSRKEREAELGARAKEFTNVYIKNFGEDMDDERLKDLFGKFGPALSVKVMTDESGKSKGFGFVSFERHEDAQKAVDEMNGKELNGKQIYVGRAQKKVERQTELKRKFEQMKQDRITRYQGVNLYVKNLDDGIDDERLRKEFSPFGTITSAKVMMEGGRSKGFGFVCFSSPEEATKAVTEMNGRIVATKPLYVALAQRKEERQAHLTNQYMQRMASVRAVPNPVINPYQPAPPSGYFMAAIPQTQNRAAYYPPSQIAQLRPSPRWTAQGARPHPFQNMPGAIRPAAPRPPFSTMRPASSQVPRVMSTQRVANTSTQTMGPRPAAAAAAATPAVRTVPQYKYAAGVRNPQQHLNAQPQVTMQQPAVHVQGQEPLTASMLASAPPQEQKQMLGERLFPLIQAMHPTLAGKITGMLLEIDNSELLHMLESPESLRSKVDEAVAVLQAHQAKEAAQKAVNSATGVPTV
# NRP1-CendR mod – NRP-1/CendR interaction modulation; O14786; FAM-RPARPAR peptide binding to NRP-1, fluorescence polarization; inhibition, % at 25 µM; actives 0.85% (n = 360,000); AID 602438;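 active = inhibition or corrected inhibition above about 18%, plus a signal ratio from 0.5 to 1.5, limit read from the data, passing the limit was not always enough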; note: strong numbers were not always called active
# Rin1 Abl inh – human Rin1-Abl interaction inhibition; P00519+Q13671; TR-FRET Rin1/Abl binding, biochemical; inhibition, % at 7.35 µM; actives 0.4% (n = 360,000); in the data active = inhibition above about 5%, passing the limit was not always enough
# Neddyl block – inhibitors of human cullin neddylation; TR-FRET cullin neddylation, biochemical; calls only at 25 µM; P61081+Q13564; AID 651699; actives 0.58% (n = 360,000); in the data active = inhibition above about 36%
# FAS-TE inh – blocks the thioesterase domain of human fatty acid synthase; P49327; recombinant FAS-TE, OMFH fluorogenic substrate, fluorescence endpoint; inhibition, % at 15 µM; actives 0.67% (n = 360,000);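 active = compounds whose normalised, plate-corrected inhibition of enzyme fluorescence in the single-dose primary screen is 50% or more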;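 note: 0% = DMSO with enzyme and 100% = substrate without enzyme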
# MT1-MMP act inh – blocks activation of human MT1-MMP | P50281 | actives 0.061% (n = 360,000) | HT1080 RFP-PRO-GFP cells, GFP/RFP ratio fluorescence, overnight; percent of plate control window, DMSO zero | GFP/RFP ratio change, % at 20 µM;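 active = GFP/RFP ratio change of at least 30% with cell ATP level not reduced by more than half and red fluorescence within 50% of control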; note: strong numbers were not always called active
#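 system = RFP-PRO-GFP reporter HT1080 cells | dosing = 20 µM single dose, 1% DMSO | timing = overnight cell settling, then overnight compound exposure, 37 °C, 5% CO2 | read-out basis = GFP/RFP fluorescence ratio | controls = DMSO and RFP-L50D-GFP cell wells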
# MsrA act – bovine methionine sulfoxide reductase A activation | purified bovine MsrA, absorbance read-out | activation, % at 10.6 µM | actives 0.3% (n = 360,000) | AID 602163; in the data active = activation above about 7.5%;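 note: 0% = vehicle and 100% = reference activator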
# SKN-1 block – C. elegans SKN-1 inhibition | inhibition, % at 21.8 µM | actives 0.49% (n = 360,000) | C. elegans VP596 Pgst-4::GFP/RFP ratio, acrylamide-induced, 24 h;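 active = interference check ratio from 0.5 to 1.5 plus GFP to RFP signal ratio inhibition reaching or exceeding a fixed threshold, cut at about 30% in these data, passing the limit was not always enough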; note: some compounds called inactive have numbers as strong as hits
# eLon inh – E. coli protease La inhibition | AID 602123 | actives 0.42% (n = 360,000) | purified E. coli Lon protease, fluorescence polarization | inhibition, % at 7.94 µM; in the data active = inhibition above about 13%, passing the limit was not always enough;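 note: 0% = enzyme with probe and DMSO and 100% = no enzyme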
# * = called active by the depositor; i = inactive; nt = no result given. Rows were taken by chance. About 4% of those tested had a hit in this group.
# The opening 3 compounds, ahead of the listing:
cpd	Compound	PABP1 MLLE inh	NRP1-CendR mod	Rin1 Abl inh	Neddyl block	FAS-TE inh	MT1-MMP act inh	MsrA act	SKN-1 block	eLon inh
1	CCn1cc(C(C)NC(=O)Nc2ccc3c(c2)OCO3)c(C)n1 (configuration not stated)	13	-2	0	i	-1	2	-5	6	3
2	COc1ccc(C(=O)NCc2cn3cccc(C)c3n2)cc1OC	-6	5	-3	i	-7	2	-1	17	2
3	CC1=C(C)CC(C(=O)Nc2ccc(C(=O)N3CCOCC3)cc2)C(C(=O)O)C1 (configuration not stated)	3	6	2	i	0	-4	-5	7	-8

# Results, from the start:
cpd	Compound	PABP1 MLLE inh	NRP1-CendR mod	Rin1 Abl inh	Neddyl block	FAS-TE inh	MT1-MMP act inh	MsrA act	SKN-1 block	eLon inh
1	CCn1cc(C(C)NC(=O)Nc2ccc3c(c2)OCO3)c(C)n1 (configuration not stated)	13	-2	0	i	-1	2	-5	6	3
2	COc1ccc(C(=O)NCc2cn3cccc(C)c3n2)cc1OC	-6	5	-3	i	-7	2	-1	17	2
3	CC1=C(C)CC(C(=O)Nc2ccc(C(=O)N3CCOCC3)cc2)C(C(=O)O)C1 (configuration not stated)	3	6	2	i	0	-4	-5	7	-8
4	C/C(N)=C(/C#N)C(=O)CSc1nc2ccccc2n1CC(C)C	-75	4	4	i	4	2	-10	-6	3
5	CCC(C)NC(=O)C1CCN(S(=O)(=O)CC)CC1 (configuration not stated)	3	4	3	i	-9	3	0	5	-2
6	CCC(=O)NCC(c1cccs1)N1CCOCC1 (configuration not stated)	-4	11	4	i	-8	12	-2	5	4
7	COc1ccccc1CCC(=O)Nc1ccc(C)cc1Cl	3	-9	-1	i	8	-8	-1	-1	6
8	COc1ccc(CCNC(=O)c2cc(=O)n(C)c(=O)n2C)cc1OC	2	-9	2	i	-5	-2	-3	7	-3
9	CN(C)c1cccc(CNC(=O)c2ccc3sc([C@H]4C[C@H](O)[C@@H](CO)O4)nc3c2)c1	-3	11	-2	i	-3	0	0	-8	-30
10	CC1O[C@@H](OC2C(O)C(C)O[C@H](OC(=O)[C@]34CCC(C)(C)C[C@H]3C3=CCC5[C@@]6(C)CC(O)C(O[C@@H]7OC(CO)C(O)[C@@H](O)[C@@H]7O)[C@@](C)(C(=O)O)C6CC[C@@]5(C)[C@]3(CO)CC4)C2O[C@H]2OC(C)[C@@H](O[C@@H]3OCC(O[C@@H]4OC(CO)C(O)[C@H](O)C4O)[C@@H](O)[C@@H]3O)[C@H](O)C2O)C(O)C(O)C1O (some centres not stated)	-6	36*	1	i	-16	11	1	-5	-6
11	O=C(Nn1cnnc1)c1cccc(S(=O)(=O)N2CCOCC2)c1	-3	-2	3	i	-6	-2	2	21	13
12	CCN(C(=O)COC(=O)c1ccc([N+](=O)[O-])o1)C1CCCCC1	1	-8	0	i	18	0	-3	2	10
13	O=C(O)C1CCC(C(=O)O)O1 (configuration not stated)	-5	9	6	i	-12	-3	-2	18	-17
14	COC(=O)c1ccc(C(=O)OC)c(NC(=O)CSCc2ccccc2Br)c1	13	1	1	i	31	-2	-2	-5	-3
15	CC(C)CCn1c(=S)[nH]c2ncccc2c1=O	-70	10	0	i	-5	2	-1	12	2
16	CCCCC(=O)Nc1c(O)c2ccccc2[nH]c1=O	0	5	1	i	-4	-3	-2	15	1
17	O=C(Nc1cccnc1)C1COc2ccccc2O1 (configuration not stated)	-5	1	0	i	-4	12	-3	3	-6
18	N#Cc1ccc(NC(=S)N2CCC3CC2c2cc(-c4ccc5c(c4)OCO5)ccc23)cc1 (configuration not stated)	-72	8	-2	i	36	0	-1	10	-1
19	Cc1cccc(OC(=O)c2sc(Cl)nc2C)c1	-8	11	4	i	-3	1	-2	4	-19
20	Cc1cc(SCC(=O)c2ccc(O)c(O)c2)nc2ccccc12	9	-65	-2	i	7	-11	-4	-11	6
21	C=CCc1cc(/C=N/n2cnnc2)cc(OCC)c1O	4	-6	-1	i	-6	0	-4	1	-7
22	CC(=O)/C(=N/Nc1cccc(Cl)c1)Sc1nnc(C(O)c2ccccc2)n1-c1ccccc1 (configuration not stated)	-91	-3	-1	i	-11	1	-2	8	-5
23	O=C(Nc1ccc2cn[nH]c2c1)c1c(Cl)cccc1Cl	22	-11	-4	i	-19	-6	-6	-1	-7
24	Cc1ccc2c(c1)C(=O)CC(c1ccc3c(c1)OCCO3)O2 (configuration not stated)	9	0	-4	i	13	-5	-4	7	0
25	Cc1cc(C)nc(N2CCC(C(=O)NC3CCCc4ccccc43)CC2)n1 (configuration not stated)	2	7	2	i	-9	15	-1	6	-11
26	CC1CCN(c2nc3c(c(=O)n(C)c(=O)n3C)n2CCSc2ncccn2)CC1	-1	-6	-2	i	-7	1	-7	-18	-8
27	CCOC(=O)COn1c(=O)c(-c2cc3ccccc3o2)[n+]([O-])c2ccccc21	20	-54	-4	i	0	-62	-1	3	8
28	COc1ccc2c(c1)C(C)CC(C)(C)N2C(=O)CSc1ncn[nH]1 (configuration not stated)	-10	16	3	i	-23	7	2	7	-5
29	C[C@H]1O[C@H](O[C@H]2[C@H](O[C@@H]3CC[C@@]4(C)C(CC[C@]5(C)C4CC=C4[C@@H]6CC(C)(C)CC[C@]6(C(=O)O[C@@H]6O[C@H](CO)[C@@H](O)[C@H](O)[C@H]6O)CC[C@]45C)C3(C)C)O[C@H](C(=O)O)[C@@H](O)[C@@H]2O)[C@@H](O)[C@@H](O)[C@@H]1O (some centres not stated)	-8	-11	3	i	0	9	-9	1	-5
30	CN(C(=O)c1ccccc1C(=O)OCC(=O)Nc1cccc(Br)c1)c1ccccc1	2	2	-2	i	14	10	-6	-15	7

# Following part
item | SMILES | PABP1 MLLE inh | NRP1-CendR mod | Rin1 Abl inh | Neddyl block | FAS-TE inh | MT1-MMP act inh | MsrA act | SKN-1 block | eLon inh
31 | O=C1NC(=S)N/C1=C\c1cccc([N+](=O)[O-])c1 | 9 | 5 | -5 | i | 4 | -5 | -2 | 10 | -7
32 | Cc1c(Cl)cccc1NC(=S)NCC(C)C | 9 | 2 | 2 | i | -1 | 3 | -2 | 4 | -2
33 | Cc1ccc(NC(=O)Cn2c3ccc(F)cc3c3nc4n(c(=O)c32)CCS4)cc1F | -7 | -15 | 3 | i | 8 | -7 | -1 | -4 | -3
34 | CCOC(=O)c1cc2ccc(OC)cc2oc1=O | -7 | 12 | 1 | nt | -11 | 6 | -6 | -3 | 8
35 | COc1ccc(-c2ccc3c(c2)C2CC3CCN2C(=O)C2CCCCC2)cc1 (configuration not stated) | 7 | -1 | -1 | i | 17 | -3 | -1 | -1 | -8
36 | O=C(O)CNS(=O)(=O)c1ccc2c(c1)C(=O)c1cc(S(=O)(=O)NCC(=O)O)ccc1-2 | 7 | -24 | -4 | i | -1 | -1 | -6 | 29* | 3
37 | c1ccc(-n2ncc3c(N4CCN(CCOc5cccc6ccccc56)CC4)ncnc32)cc1 | -7 | -10 | -3 | i | 26 | -6 | -1 | 0 | 13
38 | Cc1ccc(/C=C/C(=O)c2c(C)nc3ccccn23)cc1 | 3 | 0 | -3 | i | 3 | -18 | -5 | 5 | -8
39 | CCCCCC(=O)Nc1cc2[nH]c(=O)cc(COC)c2cc1C | -9 | 5 | 0 | i | -2 | 0 | -1 | 19 | 16
40 | Cc1cccc(CSc2nnc(-c3cnccn3)n2C)c1 | 0 | 38* | -1 | i | -6 | 3 | -4 | 9 | 8
41 | CCOC(=O)c1c(N)sc2c(OC)c(Br)ccc12 | -8 | 4 | -4 | i | 31 | -2 | -4 | 13 | 0
42 | CC12CCC(=O)N1C(C(=O)Nc1ccc(SC(F)F)cc1)CS2 (configuration not stated) | 13 | 4 | -1 | i | -6 | -3 | -1 | 7 | -2
43 | CCCc1[nH]nc2c1C(CCC)C(C#N)=C(N)O2 (configuration not stated) | 4 | 9 | -1 | i | 0 | 6 | 3 | -4 | 5
44 | Cc1ccc(N(CCC#N)C(=O)COC(=O)c2cc(C)oc2C)cc1 | 0 | 4 | 1 | i | 4 | -2 | -3 | 5 | -2
45 | CN(CCCS(=O)(=O)[O-])c1ccc(/C=C/c2ccc3ccccc3[n+]2C)cc1 | -124 | 15 | -9 | i | -5 | 40* | -2 | 37* | -1
46 | CC1(C)CC(=O)c2cnc(NC(=O)c3ccco3)nc2C1 | -18 | 2 | 4 | i | -6 | 3 | 0 | 2 | -15
47 | CCC(=O)N1CCN(c2ccc(NC(=O)COc3ccccc3[N+](=O)[O-])cc2)CC1 | -6 | -2 | -4 | i | -7 | 0 | -1 | -1 | 14
48 | CCN1CCN(S(=O)(=O)c2ccc(Cl)c(C(=O)N(C)Cc3ccc(C(C)(C)C)cc3)c2)CC1 | -1 | -12 | 1 | i | 59* | -1 | -1 | -3 | -10
49 | COc1ccc(/C=C(\C#N)C(=O)OCC(=O)N2CC(C)OC(C)C2)cc1 (configuration not stated) | 0 | -3 | 2 | i | -5 | -1 | -4 | 2 | -6
50 | CCCC(=O)Nc1ccc(C(=O)COC(=O)C2CC2)cc1 | 4 | -7 | 1 | i | -9 | 1 | -2 | -7 | -2
51 | COc1ccccc1N1C(=O)CCC1(C#N)c1ccc(Br)cc1 (configuration not stated) | -10 | -1 | 2 | i | -3 | -5 | -3 | 10 | -5
52 | CCc1ccc(NC(=O)COc2cccc(-n3cnnn3)c2)cc1 | -3 | -3 | 0 | i | 36 | 2 | -5 | -4 | 3
53 | Cc1ccc(S(=O)(=O)N(C(=O)c2ccncc2)c2ccc3oc4c(c3c2)CCCC4)cc1[N+](=O)[O-] | 3 | 4 | 0 | i | 54* | 7 | -2 | 13 | -8
54 | CC1CN(C(=O)CSc2nnc(C3CCCCC3)n2N)CC(C)O1 (configuration not stated) | -41 | 1 | 0 | i | -8 | 2 | -2 | -3 | -1
55 | O=C(CN1CCN(c2cccc(Cl)c2)CC1)N1CCCC1 | 4 | 21 | 2 | i | -7 | -1 | -3 | -10 | -4

# Reformatted: 3 of the compounds above
52: CCc1ccc(NC(=O)COc2cccc(-n3cnnn3)c2)cc1
- PABP1 MLLE inh: -3
- NRP1-CendR mod: -3
- Rin1 Abl inh: 0
- Neddyl block: i
- FAS-TE inh: 36
- MT1-MMP act inh: 2
- MsrA act: -5
- SKN-1 block: -4
- eLon inh: 3

51: COc1ccccc1N1C(=O)CCC1(C#N)c1ccc(Br)cc1 (configuration not stated)
- PABP1 MLLE inh: -10
- NRP1-CendR mod: -1
- Rin1 Abl inh: 2
- Neddyl block: i
- FAS-TE inh: -3
- MT1-MMP act inh: -5
- MsrA act: -3
- SKN-1 block: 10
- eLon inh: -5

55: O=C(CN1CCN(c2cccc(Cl)c2)CC1)N1CCCC1
- PABP1 MLLE inh: 4
- NRP1-CendR mod: 21
- Rin1 Abl inh: 2
- Neddyl block: i
- FAS-TE inh: -7
- MT1-MMP act inh: -1
- MsrA act: -3
- SKN-1 block: -10
- eLon inh: -4
